BaF3 parental = counter-screen for JAK2V617F inhibitors: parental Ba/F3 viability inhibitors; CellTiter-Glo ATP luminescence; inhibition, % at 5.6 µM; 220,000 tested, 1.1% active; AID 1486;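 active means inhibition above a per-campaign cutoff, the mean inhibition of all tested compounds plus 3 SD, cut at about 27% in these data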;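 further: 0% = DMSO wells and 100% = JAK Inhibitor I control wells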
Ba/F3 V617F tox = loss of viability in JAK2V617F-driven Ba/F3 cells. 220,000 tested, 1.1% active. AID 1446. Ba/F3 EpoR-JAK2V617F viability, ATP luminescence. inhibition, % at 5.6 µM;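 active means inhibition above the campaign mean plus 3 SD over all tested compounds, cut at about 24% in these data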;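 further: cytokine-independent growth of Ba/F3 cells driven by EpoR plus mutant JAK2; 0% = DMSO-treated cells and 100% = JAK inhibitor I control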
p47phox inh = inhibitors of human p47phox binding. P14598. p47phox/p22phox peptide binding, fluorescence polarization, 2 h. inhibition, % at 24.7 µM. 220,000 tested, 0.53% active. AID 1274;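 active means inhibition above about 30%, limit read from the data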;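 further: 0% = p47phox with labelled peptide and 100% = labelled peptide alone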
Target sequence (P14598 whole entry, looked up): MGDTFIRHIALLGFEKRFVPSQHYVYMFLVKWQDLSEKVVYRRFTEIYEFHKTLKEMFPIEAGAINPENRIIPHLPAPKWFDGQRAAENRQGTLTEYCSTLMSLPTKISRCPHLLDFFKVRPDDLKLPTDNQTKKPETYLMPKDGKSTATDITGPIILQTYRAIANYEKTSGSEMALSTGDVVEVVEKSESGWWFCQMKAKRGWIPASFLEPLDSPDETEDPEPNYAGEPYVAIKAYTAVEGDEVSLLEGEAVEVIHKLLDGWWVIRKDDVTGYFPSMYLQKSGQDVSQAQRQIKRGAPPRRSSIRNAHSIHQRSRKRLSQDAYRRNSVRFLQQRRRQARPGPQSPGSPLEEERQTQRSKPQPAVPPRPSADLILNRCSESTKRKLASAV
NPY-Y1 PAM-ag = potentiates or activates human NPY-Y1 receptor; P25929; 220,000 tested, 0.37% active; NPY-Y1 expressing cells, potentiator/agonist activation; activation, % at 3.6 µM; in the data active means activation above about 33%, passing the limit was not always enough;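 further: cells stimulated with NPY at EC10 then isoproterenol at EC100; 0% = low agonist plus stimulus and 100% = saturating agonist plus stimulus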
NPY-Y1 antag = NPY-Y1 (human) receptor antagonism | 200,000 tested, 1% active | inhibition, % at 3.6 µM | HEK293-CNG Y1 cells, membrane potential fluorescence; NPY at EC95, then isoproterenol;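 active means inhibition above the campaign mean inhibition of all tested compounds plus 3 SD, cut at about 20% in these data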;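 further: 0% = DMSO wells given NPY plus isoproterenol and 100% = isoproterenol alone without NPY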
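Material: Y1- and CNG-channel-expressing HEK293 cells / Probe or stimulus: NPY 25 nM then isoproterenol 1 µM plus Ro 20-1724 25 µM / Doses: 3.6 µM single dose, DMSO 0.4% / Schedule: compound incubation 1 h at room temperature, readout 45 min post-stimulation / Signal: membrane potential fluorescence / Benchmarks: isoproterenol-only wells as full block versus NPY-plus-isoproterenol wells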
CHOP inh = CHOP inhibition in unfolded protein response; inhibition, % at 10 µM; 220,000 tested, 3.8% active; CHO-K1 CHOP-promoter luciferase, tunicamycin-induced, 15-18 h;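 active means compounds that reduced the stress-induced luciferase reporter signal by more than about 70% of percent inhibition, limit read from the data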;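 further: 0% = tunicamycin plus vehicle and 100% = wells without tunicamycin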
S1P4 ag = agonists of human S1P4 receptor. O95977. S1P4-expressing cell line, agonist reporter assay. activation, % at 4.98 µM. 220,000 tested, 0.35% active. AID 1509; in the data active means activation above about 11%;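 further: 0% = DMSO vehicle and 100% = reference agonist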
S1P4 antag = blocks the human S1P4 receptor; 220,000 tested, 0.26% active; O95977; S1P4-expressing cells, antagonist mode, reporter read-out; inhibition, % at 4.98 µM; in the data active means inhibition above about 29%;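 further: 0% = wells stimulated with agonist and 100% = vehicle wells without agonist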
NPY2 pot ag = potentiators or agonists of human neuropeptide Y receptor Y2 | P49146 | cells expressing NPY-Y2, potentiator/agonist read-out | activation, % at 3.6 µM | 220,000 tested, 0.45% active | AID 1359; in the data active means activation above about 27%;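 further: cells stimulated with NPY near EC25 plus isoproterenol at EC100; 0% = vehicle plus submaximal agonist and 100% = vehicle plus saturating agonist; some results beyond the cut were filed as inactive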
Target sequence (P49146 whole entry, looked up): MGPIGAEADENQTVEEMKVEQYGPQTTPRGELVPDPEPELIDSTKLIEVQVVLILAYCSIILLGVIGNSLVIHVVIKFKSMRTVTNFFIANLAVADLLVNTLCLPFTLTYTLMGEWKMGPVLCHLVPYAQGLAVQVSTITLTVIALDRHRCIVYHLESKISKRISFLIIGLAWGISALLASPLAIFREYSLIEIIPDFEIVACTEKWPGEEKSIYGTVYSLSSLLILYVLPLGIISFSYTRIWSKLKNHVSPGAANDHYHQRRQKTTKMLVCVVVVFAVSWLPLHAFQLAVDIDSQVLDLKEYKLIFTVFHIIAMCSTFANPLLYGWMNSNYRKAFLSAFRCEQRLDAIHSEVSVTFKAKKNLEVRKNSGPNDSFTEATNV
Numbers without * were called inactive; / = not tested or not shown.

SMILES	BaF3 parental	Ba/F3 V617F tox	p47phox inh	NPY-Y1 PAM-ag	NPY-Y1 antag	CHOP inh	S1P4 ag	S1P4 antag	NPY2 pot ag
Cc1ccc(-c2nc(CS(=O)(=O)CC(=O)N3CCc4ccccc4C3)c(C)o2)cc1	5	-1	-12	-13	1	72*	1.2	0	8
COc1cccc(/C=N/NC(=O)c2[nH]c(C)c(C(=O)N/N=C/c3cccc(OC)c3O)c2C)c1O	5	42*	-24	-4	5	27	-0.9	-12	-4
COc1ccc(C(=O)c2ccccc2)c(OCC(=O)N(C)C)c1	6	-3	5	14	0	-13	1.1	9	9
Cn1c(CN2CCCCC2)nc2cc(NC(=O)c3ccccc3)ccc21	0	-3	2	-16	-1	-13	-0.7	-12	7
O=c1c(CO)cc(CO)cc(CO)c1O	0	-1	1	10	/	0	-2.0	20	-38
COc1ccc(C2C(C(=O)Nc3cc(OC)c(OC)c(OC)c3)c3ccccc3C(=O)N2C)cc1OC (stereo not given)	2	0	-3	5	3	13	1.0	-11	-3
CC(=O)c1cc(-c2nc3ccccc3n2C)n(C)c1	3	-3	0	-15	8	-19	-1.4	-1	-4
Cc1cc(=O)oc2cc(OCC(=O)N3CCOCC3)ccc12	1	-2	6	-13	0	-3	-2.7	-11	2
Cc1ccc(S(=O)(=O)/N=C(\N)c2ccc(F)cc2)cc1	1	-2	4	-14	-6	26	0.5	-20	10
Cc1cc(-n2c(C)c3c(C)nnc(C)c3c2C)ccc1N	-2	-5	12	-2	/	0	0.2	6	-5
Cc1ccn(-c2ccc([N+](=O)[O-])cc2)n1	-1	-2	-8	3	3	21	-0.2	-5	1
CCOC(=O)c1c(C)n(C)c2ccc(O)c(S(=O)(=O)c3ccccc3)c12	4	-2	-16	4	2	14	-0.3	-13	9
CCCc1c(C)nc2c(Br)cccc2c1Cl	4	-3	-6	-10	0	51	0.2	-1	14
CC(=O)c1cc(C#N)c(NCc2ccccc2)nc1C	0	1	-13	-14	6	-6	-0.9	-16	-13
Cc1cc(C)n2nc(SCc3nnc(SCc4ccccc4C)s3)nc2n1	3	-2	1	2	2	39	4.1	-13	0
CC(C)N(C(=O)CN1C(=O)C(=O)c2ccccc21)c1ccccc1	6	2	3	5	0	-3	0.9	6	2
COc1ccc(S(=O)(=O)N2CCCOC2CNC(=O)C(=O)NCc2ccco2)cc1C (stereo not given)	7	-1	-12	0	4	21	0.9	-9	-6
O=c1[nH]c2ccccc2nc1N1CCOCC1	2	-3	3	9	-3	22	-0.1	-6	-1
COc1ccc(-n2c(Cc3cc(=O)[nH]c(=O)[nH]3)nnc2SCC(=O)Nc2ccccc2)cc1	7	-2	47*	11	-1	54	0.8	-18	14
COc1ccc(C(=O)NC(=S)Nc2ccc3oc(=O)ccc3c2)cc1	0	-7	9	-3	1	-22	1.3	-26	17
O=C(O)CNC(=O)/C(=C\c1ccc2c(c1)OCO2)NC(=O)c1ccc(Br)cc1	4	1	4	4	5	17	1.5	-2	9
CC(=O)c1c(C)[nH]c(-c2ccccc2)c1C	2	-1	-3	20	-1	23	-0.6	8	9
O=C(CCc1ccccc1)NNC(=O)Nc1ccccc1	2	-5	-6	-25	0	5	0.2	-6	4
COc1ccc(NC(=O)COn2nnc3ccc(Cl)cc32)cc1OC	2	-3	-11	1	16	32	-1.9	-8	5
COCCN1C(=O)C(O)=C(C(C)=O)C1c1ccc(F)cc1 (stereo not given)	-1	-2	-4	7	-2	-33	0.2	-8	6
Cc1cc(C(N)=O)nn1-c1c(Cl)cc(Cl)cc1Cl	2	-2	-8	20	/	-7	0.6	-8	3
CCOc1ccc(N2CC(C(=O)Nc3ccc(N4CCOCC4)cc3)CC2=O)cc1 (stereo not given)	4	2	0	3	2	4	0.9	-7	3
O=C(CCN1CCN(c2ccc(F)cc2)CC1)Nc1ccc(F)cc1	6	-2	-6	14	-1	0	-1.8	-9	3
CC1CC(=O)c2cnc(N)nc2C1 (stereo not given)	5	2	-79	-3	5	-7	-0.7	-10	6
CCn1nc(C(=O)OCC(=O)N2CCc3ccccc32)c2ccccc2c1=O	1	-2	-11	-15	3	9	0.5	-17	3
C=CCn1c(=N)c(C(=O)NCCCOC)cc2c(=O)n3cccc(C)c3nc21	6	0	0	-18	-5	-17	8.9	-23	5
CN(C(=O)COc1cccc(Br)c1)C1CCS(=O)(=O)C1 (stereo not given)	-1	-3	-4	13	6	-12	0.8	-3	8
Cn1nnnc1SCC(=O)N1CCN(S(=O)(=O)c2ccc(Cl)cc2)CC1	6	-1	-12	6	4	1	0.3	-7	11
Cc1nc2ccc(NC(=O)N3CCOCC3)cc2nc1C	9	6	-7	-11	-4	-11	-0.3	2	-9
O=C(CSc1ccc(-c2ccncc2)nn1)c1ccc(Cl)cc1	-2	-3	1	1	1	4	0.4	3	7
COCCNC(=O)[C@@]1(Cc2ccccc2)C=C[C@@H](C)N1C(C)=O	5	-3	0	7	-2	-12	0.1	2	17
O=C(NCCOc1ccccc1Cl)C(=O)Nc1ccccc1	0	-2	2	5	6	36	1.4	-2	-6
O=C(Nc1cccc(S(=O)(=O)N2CCCCC2)c1)C1CC(=O)N(Cc2ccco2)C1 (stereo not given)	7	-2	-6	17	3	8	1.8	3	0
O=C(COc1ccccc1)N(Cc1cc2ccccc2[nH]c1=O)CC1CCCO1 (stereo not given)	7	-2	-10	3	-2	4	0.2	-11	7
CCC(C)NC(=O)c1cc(C)no1 (stereo not given)	9	3	-5	-1	3	16	1.6	-3	-16
CCOC(=O)C1=NN(c2cccc(C)c2)C2(S1)SC(C(C)=O)=C(C)N2c1ccccc1 (stereo not given)	1	-1	7	-30	29*	50	1.4	-7	-11
COc1ccc(S(=O)(=O)N2CCCC(C(=O)NCc3ccco3)C2)cc1Cl (stereo not given)	10	4	-8	-11	2	-9	0.6	-12	-2
CCC(C)NC(=O)c1cc(Sc2nnc(C)s2)nc2ccccc12 (stereo not given)	7	0	-13	4	5	6	0.4	-16	0
Cc1ccc(Cn2c(NS(=O)(=O)c3ccccc3)nc3ccccc32)cc1	6	-2	-10	-18	4	56	-1.0	-3	-12
Cc1nc2c([N+](=O)[O-])c(C)c(C)cc2[nH]1	4	1	-9	-5	2	35	1.4	10	3
CCOc1ccc(S(=O)(=O)Nc2cccc(C(=O)N3CCN(c4ccc(OC)cc4)CC3)c2)cc1	3	4	-3	-6	6	36	0.3	-3	-22
C=C(C)COc1ccc(-c2n[nH]c(C)c2-c2ccc(OC)cc2)c(O)c1	0	0	-13	11	-5	107*	0.7	-8	1
CCOC(=O)C1=NN(C(=O)c2cccc(Br)c2)C(O)(C(C)(C)C)C1 (stereo not given)	1	-3	-11	-4	/	-2	0.7	13	-26
Cn1ccnc1SCc1cn2cc(Br)ccc2n1	-1	-5	1	8	0	14	1.6	-8	-1
Cc1ccc(C)c(N2CCN(CCCNC(=O)Cn3cc4c(n3)CCC(C)C4)CC2)c1 (stereo not given)	4	1	5	-49	20	62	4.1	-4	-23
O=C(/C=C/c1ccc(F)cc1)NCC1(c2ccccc2)CCOCC1	4	2	-5	12	3	-2	0.9	-21	-4
O=C(Nc1ccccc1C(=O)NCCc1ccccc1)c1ccco1	3	-3	-10	6	11	40	-4.1	-14	-7
Cc1cc(C)c(S(=O)(=O)Nc2ccc(C(N)=O)cc2)c(C)c1	5	-1	-7	-1	10	-5	0.4	-10	-17
Cc1cccc2nc(CSc3nnc(N)s3)cn12	8	6	/	-1	9	6	1.9	-8	-10
Cc1ccccc1OCc1nnc2n1CC(C)S2 (stereo not given)	2	-2	-17	0	-3	17	0.4	-3	16
CCOC(=O)c1cc(CN2CCOCC2)oc1-c1ccccc1	3	-2	0	8	1	17	-0.9	-4	-4
Clc1ccc2noc(-c3ccccc3)c2c1	-1	-4	6	4	8	54	-0.4	-6	14
O=S(=O)(Cc1ccccc1)N1CCN(Cc2ccc3c(c2)OCO3)CC1	1	1	-16	-1	8	5	1.1	-8	-1
CC1CN(C(=O)/C=C/c2ccc([N+](=O)[O-])s2)CC(C)O1 (stereo not given)	4	4	0	-1	-7	-35	0.6	-11	4
CC(C)C(NC(=O)COc1ccc2ccccc2c1)C(=O)N/N=C/C=C/c1ccccc1 (stereo not given)	4	-3	-7	17	3	86*	2.2	-7	-7

Next part.
SMILES	BaF3 parental	Ba/F3 V617F tox	p47phox inh	NPY-Y1 PAM-ag	NPY-Y1 antag	CHOP inh	S1P4 ag	S1P4 antag	NPY2 pot ag
CCn1c(=O)cc(SCC(=O)Nc2ccc3c(c2)OCCO3)c2ccccc21	7	-2	6	-1	2	15	1.2	-2	16
O=C(Nc1nc(-c2nc3ccccc3s2)cs1)C1CC1	5	-3	0	-17	5	-14	0.3	2	-7
Cc1cccc(C)c1NC(=O)NNC(=O)c1cc(C(C)(C)C)nn1Cc1ccccc1	-2	-3	8	25	/	-2	-0.1	4	1
O=S(=O)(Nc1ccc(-c2nnc(SCc3ccc(Cl)cc3)o2)cc1)c1ccccc1	4	4	-14	-31	0	55	-0.1	3	0
O=C(CN1C(=O)/C(=C/c2ccccc2F)Oc2ccccc21)N1CCN(c2ccccn2)CC1	5	-1	-6	2	-2	86*	0.5	11	-5
CC(C)[C@H](NC(=O)c1ccco1)C(=O)OCC(=O)Nc1cccc(F)c1	3	3	0	-11	3	-12	5.7	-12	-5
CN1CCCC1=Nc1c2c(nc3ccccc13)N(C)CC2	1	-2	1	-7	2	-19	-0.2	-20	-4
NC(=O)N/N=C/c1c(Sc2nnnn2-c2ccccc2)nc2ccccn2c1=O	-1	-3	-11	-16	/	-7	-0.7	11	-18
O=C(/C=C\c1ccco1)Nc1cc([N+](=O)[O-])ccc1F	43*	73*	-3	9	6	-56	0.5	0	4
COc1ccc(OC)c(C2c3c(oc4ccccc4c3=O)C(=O)N2CCCN(C)C)c1 (stereo not given)	1	2	-3	1	-6	21	-0.5	6	-7
O=C(CCS(=O)(=O)c1cc(Br)cc2c1N(C(=O)C1CC1)CC2)NCC1CCCO1 (stereo not given)	6	-1	-13	1	4	14	-2.3	-14	-7
Cc1ccc(C2C3=C(CC(C)(C)CC3=O)Nc3onc(C)c32)cc1 (stereo not given)	2	-4	0	7	-8	9	-2.9	0	0
Cc1ccc(SCc2nc(-c3cccnc3)no2)cc1	2	1	-12	-30	-2	25	3.7	-21	-4
COc1ccccc1NC(=O)COC(=O)c1ccc2c(c1)nc(C)n2-c1ccccc1	6	0	-19	-35	-3	23	0.7	-12	-9
Cc1ccc(S(=O)(=O)N2CCN(C(=O)CCC(=O)NCc3ccc(F)cc3)CC2)cc1	4	-2	-10	6	2	21	0.7	-8	14
NS(=O)(=O)c1ccc(NC(=S)NC(=O)C2CCCCC2)cc1	2	-1	-22	-2	-3	-1	-0.4	-3	-4
Cc1ccc(OC(C)C(=O)N/N=C/c2ccccn2)cc1 (stereo not given)	4	3	5	1	4	-18	-0.1	2	2

Ordered by number of heavy atoms (rising): some entries from above
SMILES	BaF3 parental	Ba/F3 V617F tox	p47phox inh	NPY-Y1 PAM-ag	NPY-Y1 antag	CHOP inh	S1P4 ag	S1P4 antag	NPY2 pot ag
Cc1ccc(SCc2nc(-c3cccnc3)no2)cc1	2	1	-12	-30	-2	25	3.7	-21	-4
Cc1ccc(C2C3=C(CC(C)(C)CC3=O)Nc3onc(C)c32)cc1 (stereo not given)	2	-4	0	7	-8	9	-2.9	0	0
O=C(CCS(=O)(=O)c1cc(Br)cc2c1N(C(=O)C1CC1)CC2)NCC1CCCO1 (stereo not given)	6	-1	-13	1	4	14	-2.3	-14	-7
COc1ccccc1NC(=O)COC(=O)c1ccc2c(c1)nc(C)n2-c1ccccc1	6	0	-19	-35	-3	23	0.7	-12	-9
